# Source: PubChem
# KCNK9 block – KCNK9 potassium channel inhibitors, primary screen, HEK293 cells, thallium flux; FluxOR thallium flux fluorescence; stronger effect = lower value; 310,000 compounds, 1.2% hits; AID 488922, 2010; B-score at 10 µM;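 active = ratio B-score over 3 SD below the library mean, with starting fluorescence within 5 SD of its mean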;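 also: negative B-score means less thallium flux so channel inhibition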
# GSK3 alpha inh – blockers of GSK3A enzyme activity – biochemical, luminescence, cell-free homogeneous, HTS, primary screen | Glycogen synthase kinase-3 alpha (Homo sapiens), P49840 | GSK-3 alpha kinase, ADP-Glo luminescence, 60 min | inhibition, % at 10 µM | 320,000 compounds, 0.1% hits | AID 2650, 2010;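 in the data active = inhibition above about 50%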;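 also: GST-tagged GSK-3 alpha with peptide substrate and 25 µM ATP; 0% = DMSO neutral wells and 100% = GW8510 positive control wells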
# Target sequence (P49840 whole entry, looked up): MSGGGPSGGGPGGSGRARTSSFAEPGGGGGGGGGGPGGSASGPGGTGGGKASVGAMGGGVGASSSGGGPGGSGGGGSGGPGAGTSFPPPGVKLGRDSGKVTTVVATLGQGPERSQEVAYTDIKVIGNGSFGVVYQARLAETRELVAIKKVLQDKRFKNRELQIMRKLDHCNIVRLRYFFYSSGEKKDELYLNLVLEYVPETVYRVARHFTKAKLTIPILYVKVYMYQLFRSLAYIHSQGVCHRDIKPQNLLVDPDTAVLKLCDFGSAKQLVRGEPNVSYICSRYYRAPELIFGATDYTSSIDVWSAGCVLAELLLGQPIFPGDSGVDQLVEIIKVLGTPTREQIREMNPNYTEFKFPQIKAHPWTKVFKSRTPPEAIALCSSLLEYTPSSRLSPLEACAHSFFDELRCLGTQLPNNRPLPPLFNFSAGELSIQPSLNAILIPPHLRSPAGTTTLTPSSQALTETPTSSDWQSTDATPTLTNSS
# KCNQ1 block – inhibitors of human KCNQ1 channel, primary screen, cell-based, thallium flux, high-throughput. CHO-K1 KCNQ1, FluxOR thallium flux fluorescence; stronger effect = higher value. Potassium voltage-gated channel subfamily KQT member 1 (Homo sapiens), P51787. AID 2642, 2010. B-score at 10 µM. 310,000 compounds, 1.3% hits;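 active = compounds whose thallium flux B-score, printed positive for inhibition, exceeds three library SD while starting fluorescence stays within three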;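 also: channel opened by potassium depolarization with thallium stimulus after 20 min compound exposure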
# KCNK3 block – human KCNK3 channel inhibitors, primary screen, CHO cells, FluxOR thallium flux, B-score. Potassium channel subfamily K member 3 (Homo sapiens), O14649. FluxOR fluorescence; stronger effect = lower value. B-score at 10 µM. 340,000 compounds, 0.84% hits. AID 602410, 2012;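 active = B-score under library mean minus 4 SD, starting fluorescence ratio at most library mean plus 5 SD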;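 also: more negative B-score means stronger inhibition of thallium flux through KCNK3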
# HDAC3 inh – HDAC3 deacetylase inhibitors, primary screen, biochemical, fluorescence, cell-free homogeneous | Histone deacetylase 3 (Homo sapiens), O15379 | recombinant HDAC3, fluorogenic peptide/trypsin coupled | inhibition, % at 8.3 µM | 320,000 compounds, 0.15% hits; in the data active = inhibition above about 26%, passing the limit was not always enough; inconclusive = no clear call, values can overlap the other calls
# PolyA inh – polyadenylation inhibitors in yeast reporter cells, primary screen, luminescence, S. cerevisiae | calls only at 12 µM | 300,000 compounds, 0.02% hits | S. cerevisiae SKY197-pL101 polyadenylation reporter, beta-gal luminescence; efflux-impaired pdr1/pdr3 knockout yeast; score 100 = 6 SD above DMSO;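 active = lowest replicate activity score at least 50, where 100 means six control SD above control mean; inconclusive = lowest score under 50 but half or more replicates reach 50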;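 also: yeast exposed to compound for 9 h at 30 °C; higher score means more reporter readthrough which indicates perturbed polyadenylation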
# RGS4 pot – RGS4 potentiators or activators, primary screen, cell-based, HEK293 M3R inducible RGS4, calcium flux; carbachol calcium flux Fluo4; stronger effect = lower value; B-score at 10 µM; 310,000 compounds, 0.92% hits;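 active = B-score of the integrated calcium signal more than 4 SD below the library mean, with starting fluorescence not abnormally high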;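 also: negative B-score means reduced calcium response which marks RGS4 activation or potentiation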
#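 Material: Inducible-RGS4 HEK293 cells carrying M3 receptor; also added: carbachol at ECmax as muscarinic agonist stimulus; incubation: compound preincubation 20 min at room temperature before agonist; signal: Fluo4-AM (2 µM) calcium-flux fluorescence, kinetic read; measure: integrated calcium ratio converted to B score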
# DYRK1A inh – rat Dyrk1A kinase inhibitors, primary screen, biochemical, single point, plate reader; Dual specificity tyrosine-phosphorylation-regulated kinase 1A (Rattus norvegicus), Q63470; ADP-Glo luminescence, NFATc1 peptide; AID 504441, 2011; inhibition, % at 12.5 µM; 310,000 compounds, 0.43% hits; in the data active = inhibition above about 50%;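 also: plate controls were vehicle with enzyme for no effect and no enzyme for full effect; many of its hits are not listed in these tables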
# GSK3B inh – human GSK3beta kinase inhibitors, primary screen, biochemical, cell-free homogeneous, HTS. Glycogen synthase kinase-3 beta (Homo sapiens), P49841. GST-GSK3beta kinase, ADP-Glo luminescence, 60 min; stronger effect = lower value. AID 2097, 2009. activity score (negative = inhibition), % at 10 µM. 300,000 compounds, 0.038% hits;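 active = more than half of replicate wells score below -50%, meaning over 50% inhibition versus plate controls; inconclusive = some replicates but at most half score below -50%; inactive = no replicate scores below -50%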;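 also: 0% = median DMSO wells and -100% = median GW8510 positive control wells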
# Target sequence (P49841 whole entry, looked up): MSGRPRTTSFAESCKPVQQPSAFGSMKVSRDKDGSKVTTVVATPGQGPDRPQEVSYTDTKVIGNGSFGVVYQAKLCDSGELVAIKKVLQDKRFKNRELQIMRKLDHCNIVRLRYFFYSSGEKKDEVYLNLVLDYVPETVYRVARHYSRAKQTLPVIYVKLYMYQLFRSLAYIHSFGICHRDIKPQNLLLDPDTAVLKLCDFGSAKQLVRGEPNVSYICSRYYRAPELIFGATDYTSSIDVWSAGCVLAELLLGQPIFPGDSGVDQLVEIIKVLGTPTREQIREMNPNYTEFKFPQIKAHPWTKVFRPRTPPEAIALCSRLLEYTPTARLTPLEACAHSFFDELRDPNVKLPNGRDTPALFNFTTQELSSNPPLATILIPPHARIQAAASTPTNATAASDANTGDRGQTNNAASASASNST
#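 Test system: GST-tagged human GSK3beta kinase, cell-free; evaluation: activity score scaled between in-plate DMSO and GW8510 controls; measured by: ADP-Glo luminescence; incubation: 60 min reaction, RT; benchmarks: DMSO and 20 µM GW8510; reagent: peptide substrate plus 25 µM ATP (final); medium: Tris/MgCl2 kinase buffer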
# KCNQ1 act – potentiators or activators of KCNQ1 channel, primary screen, cell-based, thallium flux, high-throughput; B-score at 10 µM; CHO-K1 KCNQ1, thallium flux FluxOR fluorescence; stronger effect = higher value; 310,000 compounds, 0.35% hits; Potassium voltage-gated channel subfamily KQT member 1 (Homo sapiens), P51787;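 active = fluorescence ratio B-score, a plate-corrected score, at least three library SD, with initial intensity B-score within 5 SD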
#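 Doses: Single concentration per compound, DMSO matched to controls | Test system: KCNQ1-transfected CHO-K1 cells | Timing: 90 min dye loading and 20 min compound exposure, both at room temperature | Measured by: Kinetic FluxOR thallium fluorescence, 10-s 1-Hz baseline, 110-s post-stimulus read | Medium: Assay buffer with matched DMSO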
# hERG rescue – hERG rescue from dofetilide block, primary screen, cell-based, CHO-hERG, FluxOR thallium flux, dofetilide IC70 | Voltage-gated inwardly rectifying potassium channel KCNH2 (Homo sapiens), Q12809 | dofetilide IC70 present | activation (rescue from dofetilide block), less the hit threshold, % at 10 µM | 310,000 compounds, 0.51% hits | AID 1511, 2009;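 active = activation above the mean of controls blocked by dofetilide plus 5 SD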;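 also: thallium influx through hERG after potassium depolarization seen as dye fluorescence rise; in these data hits start at about 4.7%; inactives centre near -7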
# Numbers without * were called inactive; i = inactive; ? = inconclusive; . = not tested or not shown.
SMILES,KCNK9 block,GSK3 alpha inh,KCNQ1 block,KCNK3 block,HDAC3 inh,PolyA inh,RGS4 pot,DYRK1A inh,GSK3B inh,KCNQ1 act,hERG rescue
CC1=C(C(=O)Nc2ccc(C(=O)N3CCN(c4cccc(Cl)c4)CC3)cc2)SCCO1,i,0,i,i,6,i,i,.,1,i,-7
Cc1oc2cc3oc(=O)c(CCC(=O)NCCC(=O)O)c(C)c3cc2c1C,i,7,i,i,-1,i,i,1,1,i,-8
O=C(Nc1ccnn1C1CCN(CC(O)CO)CC1)C1CCCC1 (centres undefined),i,-3,i,i,?,i,i,-1,-3,i,-5
COc1cccc(/C=N/NC(=O)c2ccc(CN3c4cccc5cccc(c45)S3(=O)=O)cc2)c1,i,-2,i,i,7,i,i,-9,-3,i,-11
CCOC(=O)N1CCN(C(=O)c2ccc3c(c2)N(Cc2cccc(Cl)c2)C(=O)c2ccccc2S3=O)CC1 (centres undefined),i,-2,i,i,2,i,i,6,3,i,-8
Cc1ccc(C(=O)NCCCN2CCOCC2)c(Cl)c1,i,-2,i,i,-1,i,i,.,2,i,-8
FC(F)(F)c1cccc(-c2nn[nH]n2)c1,i,-3,i,i,-1,i,i,3,2,i,-4
COc1ccc(N(CC(=O)N2CCCCCC2)S(=O)(=O)c2ccccc2[N+](=O)[O-])c(OC)c1,i,1,i,i,4,i,i,-2,1,i,-9
COc1ccccc1C1CCCN1Cc1nc(-c2ccc(C)s2)oc1C (centres undefined),i,-4,i,i,-8,i,i,-1,2,i,-7
O=C(Cn1cnc2ccccc2c1=O)N1CCN(c2ccc(F)cc2)CC1,i,-1,i,i,1,i,i,2,-1,i,-9
COc1cc(/C=C(\C#N)C(=O)N2CCc3ccccc32)ccc1O,i,3,i,i,10,i,i,38,-3,i,-13
O=C(Nc1ccccc1C(=O)NC1CCCCC1)c1ccccc1,i,-2,i,i,-3,i,i,-2,-1,i,-8
Cc1cccc(NC(=O)c2cnc3scc(C)n3c2=O)c1,i,3,i,i,-4,i,i,3,3,i,-5
Cc1ccc(N2CC(C(=O)N3CCOCC3)CC2=O)cc1C (centres undefined),i,0,i,i,-5,i,i,-5,-5,i,-7
Cc1ccc([C@@H]2C[C@H]3CN(Cc4cccc(Cl)c4)C(=O)[C@]34CCCN24)o1,i,-3,i,i,-2,i,i,-3,-1,i,-17
Cc1ccc2c(Cl)c(C(=O)Nc3nn[nH]n3)sc2c1,i,4,i,i,-2,i,i,4,2,i,-10
Oc1c(Br)cc(Br)c(/C=N/n2c(-c3ccccc3)n[nH]c2=S)c1Br,i,11,7*,i,3,i,i,1,0,i,-6
COc1ccc(CCn2nnc(-c3ccc(NC(C)=O)c(Cl)c3)n2)cc1,i,-1,i,i,-5,i,i,1,1,i,-6
COc1ccc(CCNC(=O)Cn2nc(C(=O)O)c3ccccc3c2=O)cc1OC,i,0,i,i,-5,i,i,-2,-7,i,-13
O=C(O)c1ccc(Cn2cc(C(F)(F)F)ccc2=O)cc1,i,-2,i,i,-2,i,i,-4,0,i,-13
C/C=C/C(=O)Nc1ccccc1Br,i,-3,i,i,-1,i,i,4,0,i,0
OC1COC(OCC2OC(OCc3ccccc3)C(O)C(O)C2O)C(O)C1O (centres undefined),i,1,i,i,2,i,i,7,1,i,-3
O=C(NCc1ccc2c(c1)OCO2)c1ccc2c(c1)C(=O)N(Cc1cccnc1)C2=O,i,-1,i,i,-2,i,i,4,1,i,-3
Cc1ccc(S(=O)(=O)N2CCN(S(=O)(=O)N3CCCCC3)CC2)c(C)c1,i,-2,i,i,-11,i,i,3,3,i,1
COc1ccccc1C(=O)NCCn1cc(SCC(=O)NCC2CCCO2)c2ccccc21 (centres undefined),i,-2,i,i,4,i,i,4,2,i,-4
Cc1ccc2[nH]c3c(=O)n(CCCN4CCOCC4)cnc3c2c1,i,-1,i,i,-16,i,i,1,0,i,-3
Cc1nc(/C(N)=N/OC(=O)c2cccc(Cl)c2)c(C(F)(F)F)o1,i,-3,i,i,4,i,i,-1,-5,i,-10
CCN(CC(=O)NCc1cccs1)C(=O)c1ccc(S(=O)(=O)Nc2ccccc2C)cc1,i,-2,i,i,7,i,i,2,-1,i,-15
O=C1OC(Nc2ccc3c(c2)OCO3)c2ccccc21 (centres undefined),i,-1,i,i,-1,i,i,.,-3,i,-5
CC(C)CCOc1ccc(-c2c(=O)n(OCc3ccc([N+](=O)[O-])cc3)c3ccccc3[n+]2[O-])cc1,-6.6*,-1,i,i,1,i,i,-2,-1,i,-3
Cc1nc(C(=O)Nc2cccc(Cl)c2Cl)nn1-c1cc(OC(C)C)c(Cl)cc1Cl,i,-2,i,i,3,i,i,-2,1,i,-6
CCOc1ccc(N2C=Nc3ccc(OCC)cc3C2)cc1,i,-3,i,i,-4,i,i,-1,-1,i,-5
Cc1ccc(S(=O)(=O)N(Cc2ccccc2)c2ccccc2C(=O)N2CCCCC2)cc1,i,1,i,i,0,i,i,-5,1,i,-7
Cc1ccc(C2(C)NC(=O)N(CC(=O)NNC(=O)c3cc(C)oc3C)C2=O)cc1 (centres undefined),i,-1,i,i,-4,i,i,-2,-2,i,-11
O=C(CN1C(=O)/C(=C/c2cccc(Br)c2)SC1=S)NC1=NCCS1,i,4,i,i,0,i,i,1,-1,i,-8
CCOC(=O)N1CCN(CC(=O)Nc2ccc(F)c(F)c2F)CC1,i,-3,i,i,-1,i,i,-2,-1,i,-12
COc1ccc(C(C)(C)C)cc1NC(=O)Cn1cnnn1,i,0,i,i,6,i,i,3,3,i,-23
COCCN1C(=O)C(=O)/C(=C(/O)c2ccc(S(=O)(=O)N3CCCCC3)cc2)C1c1ccc(OC)c(OC)c1 (centres undefined),i,1,i,i,-5,i,i,5,4,i,-11
COc1ccc(CCNC(=O)c2ccccc2NC(=O)c2ccco2)cc1OC,i,2,i,i,2,i,i,-1,-1,i,-24
CCc1ccc2c(c1)cc(CN(C(=S)Nc1ccccc1C)C1CC1)c1nnnn12,i,-5,i,i,0,i,i,-3,-2,i,-7
O=C(CN1CCC(n2nnc3ccccc32)CC1)Nc1ccc2c(c1)CCC2,i,1,i,i,4,i,i,3,1,i,-12
CCOC(=O)CSc1nc2c(c(=O)n1-c1ccc(OCC)cc1)SCC2,i,-1,i,i,-4,i,i,1,2,i,-8
O=c1c2c3c(sc2n(CCN2CCCC2)c(=O)n1Cc1ccccc1)CCCCC3,i,0,i,i,9,i,i,.,2,i,-7
O=C(O)C(c1ccccc1)N1C(=O)/C(=C\c2ccc(-c3cccc(Cl)c3)o2)SC1=S (centres undefined),i,-1,i,i,13,i,i,4,2,i,-6
Cc1cc(NC(=O)Nc2ccccc2[N+](=O)[O-])no1,i,-3,i,i,?,i,i,-7,-3,i,-6
COc1c(C)cc(C(=O)C2CCCN(Cc3c(C)n(C)n(-c4ccccc4)c3=O)C2)cc1C (centres undefined),i,0,i,i,-2,i,i,-2,1,i,-16
CC(C)CC1NC(=O)N(CC(=O)Nc2ccccc2-c2ccccc2)C1=O (centres undefined),i,-2,i,i,1,i,i,-1,0,i,-3
CCN(C(=O)CSc1nnc(-c2ccc(Cl)cc2)n1C)C1CCS(=O)(=O)C1 (centres undefined),i,1,i,i,1,i,i,.,5,i,-10
O=C(CCc1nnc2ccc(N3CCCC3)nn12)Nc1cc(F)ccc1F,i,0,i,i,2,i,i,1,-4,i,-7
CC1CC1C(=O)Nc1nc2ccc(Cl)cc2s1 (centres undefined),i,2,i,i,-7,i,i,34,0,i,-8
O=C(CNc1cccc2ccccc12)N/N=C/C(Br)=C/c1ccccc1,i,3,i,i,3,i,i,1,-4,i,-5
COc1ccc(OC)c(S(=O)(=O)n2cccn2)c1,i,-2,i,i,-6,i,i,-7,-1,i,-6
CC(C)N(C(=O)CSc1nc(COc2ccccc2)nc2ccccc12)C(C)C,-17*,-1,i,i,12,i,i,24,-1,i,-1
COc1ccccc1C(=O)NC(=O)Nc1c(C)cc(C)cc1C,i,12,i,i,-2,i,i,2,-3,i,-8
CC(C)=N/N=C(/c1ccc([N+](=O)[O-])cc1)C12CN3CN(CN(C3)C1)C2,i,-4,i,i,2,i,i,-1,-3,i,-4
Cc1ccc(-n2c(O)c(C=Nc3ccc(S(=O)(=O)Nc4ncccn4)cc3)c3ccccc3c2=O)cc1C,i,0,i,i,-3,i,i,.,0,i,-9
CCCN1CCC(=O)N([C@H](CO)Cc2ccccc2)CC1,i,-1,i,i,-4,i,i,-4,-1,i,-2
O=C(CSc1nc(-c2ccccc2)nc2c1Cc1ccccc1O2)Nc1ccccc1,i,-2,i,.,0,i,i,.,4,i,-4

# A portion of the library; count on the stated rates, not on these rows.
